PRMT1 FP inh: PRMT1 (human) inhibition, primary screen. Q99873. recombinant PRMT1, activity-based probe fluorescence polarization. inhibition, % at 2.79 µM. 370,000 compounds, 1.3% hits. AID 652257;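 active means inhibition above about 21% made by adding two undisclosed values, limit read from the data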
TCR CD3 inh: blocks the human TCR-CD3 interaction; TAMRA-labeled TCR probe fluorescence, biochemical; inhibition, % at 9.4 µM; 360,000 compounds, 0.37% hits; in the data active means inhibition above about 19%;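 further: recombinant mutant TCR 2C K166C tagged with TAMRA read by polarization; 0% = receptor in buffer alone and 100% = receptor with positive control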
mABHD4 FP: ABHD4 (mouse) inhibition, primary FP screen. Q8VD66. purified mABHD4, FP-Rh probe fluorescence polarization. inhibition, % at 8.92 µM. 370,000 compounds, 0.54% hits;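 active means inhibition exceeding the mean over every tested compound plus 3 SD, cut at about 30% in these data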;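 further: 0% = plate median of compound wells and 100% = S159A mutant with DMSO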
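System: mouse ABHD4 enzyme, wild type / Medium: HEPES pH 7.0, NaCl, Pluronic buffer / Reagent: FP-Rh activity-based fluorescent probe / Control set: S159A mutant high control, sample median low control / Detection: fluorescence polarization with parallel and perpendicular emission, 525/598 nm / Schedule: 45 min + 60 min at 25 °C / Compound dosing: 8.92 µM, single dose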
HTRA1 inh: inhibitors of human serine peptidase HTRA1 | Q92743 | recombinant HTRA1, FP-rhodamine activity-based probe, fluorescence polarization | 340,000 compounds, 0.5% hits | inhibition, % at 5.96 µM | AID 504803; in the data active means inhibition above about 36%;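 further: 0% = enzyme with DMSO and 100% = wells lacking enzyme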
Target sequence (Q92743 whole entry, looked up): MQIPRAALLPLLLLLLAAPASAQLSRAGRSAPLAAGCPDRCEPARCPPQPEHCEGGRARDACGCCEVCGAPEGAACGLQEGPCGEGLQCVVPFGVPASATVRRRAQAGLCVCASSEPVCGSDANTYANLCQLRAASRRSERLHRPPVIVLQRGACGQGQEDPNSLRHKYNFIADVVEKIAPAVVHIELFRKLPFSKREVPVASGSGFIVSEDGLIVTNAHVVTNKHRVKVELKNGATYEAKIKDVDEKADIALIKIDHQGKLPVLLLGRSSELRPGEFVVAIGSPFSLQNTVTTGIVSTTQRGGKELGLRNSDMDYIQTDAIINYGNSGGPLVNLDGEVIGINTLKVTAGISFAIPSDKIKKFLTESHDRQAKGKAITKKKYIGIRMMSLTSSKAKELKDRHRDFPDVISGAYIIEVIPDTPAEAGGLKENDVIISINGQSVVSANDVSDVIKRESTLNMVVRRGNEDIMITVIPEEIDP
GC-B act: GC-B (human) receptor activation; HEK293-GC-B cells, CNP EC30, cGMP TR-FRET; 0% at EC30 CNP, 100% saturating CNP; activation, % at 10 µM; 370,000 compounds, 0.11% hits;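 active means activation at 10 µM reaching about 35% in either raw or pattern-adjusted values, limit read from the data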
MBD2 DNA inh: inhibitors of human MBD2 binding to methylated oligonucleotide; 370,000 compounds, 0.31% hits; TR-FRET; Q9UBB5; inhibition, % at 4.4 µM; in the data active means inhibition above about 13%
Target sequence (Q9UBB5 whole entry, looked up): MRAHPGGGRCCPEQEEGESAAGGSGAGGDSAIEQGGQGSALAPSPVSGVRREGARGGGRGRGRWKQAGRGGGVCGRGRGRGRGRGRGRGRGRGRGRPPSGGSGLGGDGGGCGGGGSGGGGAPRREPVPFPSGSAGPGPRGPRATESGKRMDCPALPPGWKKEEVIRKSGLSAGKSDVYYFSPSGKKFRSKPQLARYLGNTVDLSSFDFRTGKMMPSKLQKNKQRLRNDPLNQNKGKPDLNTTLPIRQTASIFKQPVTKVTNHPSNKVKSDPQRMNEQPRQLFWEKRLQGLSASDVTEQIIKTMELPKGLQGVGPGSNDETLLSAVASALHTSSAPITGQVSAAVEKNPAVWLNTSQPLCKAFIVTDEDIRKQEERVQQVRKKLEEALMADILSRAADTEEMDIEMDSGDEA
rCAG RNA binder: binds r(CAG) RNA repeats; r(CAG) RNA repeat, TO-PRO-1 dye displacement fluorescence; inhibition, % at 3 µM; 370,000 compounds, 1.3% hits; AID 651821;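 active means inhibition above the plate cutoff, the mean of all test compounds on that plate plus 3 SD, cut at about 35% in these data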;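 further: 0% = DMSO alone and 100% = 100 µM mitoxantrone as full dye displacement; higher means more dye released from RNA so lower well fluorescence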
LEDGF integ inh: blocks HIV-1 LEDGF/p75-dependent DNA integration; TR-FRET IN-LEDGF/p75 DNA integration, Eu/Cy5; inhibition, % at 3.7 µM; 370,000 compounds, 0.64% hits; AID 743269;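 active means inhibition above the screen-wide mean plus 3 SD, cut at about 13% in these data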;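 further: signal is the Cy5 over europium emission ratio at 671 and 618 nm; 0% = plate median of compound wells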
SIAE inh: blocks human sialic acid acetylesterase; Q9HAT2; SIAE FP-Rh probe binding, fluorescence polarization; inhibition, % at 9.66 µM; 370,000 compounds, 0.69% hits; AID 1053197;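 active means inhibition above a cutoff: mean of compounds within the control limits plus 3 SD of those, cut at about 17% in these data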;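 further: 0% = plate median of compound wells and 100% = probe without SIAE protein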
TDP2 inh: TDP2 (human) inhibition, absorbance primary screen; recombinant TDP2, T5PNP hydrolysis, p-nitrophenol absorbance 415 nm; 370,000 compounds, 0.34% hits; O95551; inhibition, % at 12.8 µM; AID 720702;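 active means inhibition above the mean of all tested compounds plus 3 SD, set per campaign, cut at about 25% in these data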;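 further: 0% = DMSO with enzyme and 100% = buffer with substrate but no TDP2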
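Incubation: 2 h at 37 °C; Test system: recombinant human TDP2; Quantity: enzyme 120 nM; Read-out basis: percent inhibition; Medium: 50 mM Tris-HCl pH 7.5 with Mg2+, KCl, DTT, BSA; Repeats: single replicate; Compound: 12.8 µM single point, 1% DMSO; Signal: epi absorbance; Reagent: 5 mM T5PNP chromogenic substrate; Benchmarks: no-enzyme high, DMSO-plus-enzyme low.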
* = called active by the depositor; . = not tested or not shown.

Order of results: PRMT1 FP inh	TCR CD3 inh	mABHD4 FP	HTRA1 inh	GC-B act	MBD2 DNA inh	rCAG RNA binder	LEDGF integ inh	SIAE inh	TDP2 inh
CCOCCCNC(=O)c1ccc2c(c1)N=C(CC)c1cc(Br)ccc1S2
 : -1	-1	-8	-37	-2	-7	-2	-2	-5	4
CCCCOCCCNC(=O)C[C@@H]1C[C@@]2(C(=O)OC)CCCCC=C2N(CCC2=CCCCC2)C1=O
 : -2	0	6	.	-3	0	1	1	3	-3
OC[C@@H]1CN(Cc2cccnc2)C[C@H](n2cnc3c(NC4CCCC4)ncnc32)O1
 : 3	5	3	.	-1	-2	-1	-2	-2	1
NS(=O)(=O)c1ccc(-c2ccc(C=NC3CCS(=O)(=O)C3)o2)cc1 (centres undefined)
 : 21	0	11	-6	-6	-4	12	-1	4	1
Cc1ccnc(NS(=O)(=O)c2ccc(N3C(=O)c4c(Cl)c(Cl)c(Cl)c(Cl)c4C3=O)cc2)n1
 : 2	0	8	0	1	11	5	4	1	-8
O=C(NCCN1C(=O)S/C(=C\c2ccccc2)C1=O)c1cc(S(=O)(=O)N2CCOCC2)c(Cl)cc1Cl
 : 2	-1	1	-18	-9	-6	9	1	-10	-13
C=CCC1(CC=C)CCCN1C(=O)c1cc(COc2cncc(Cl)c2)on1
 : -1	2	1	-6	-1	0	-9	-1	-1	1
Nc1nc(SCc2ccccc2Cl)nc2nc3c(cc12)CCCC3
 : -2	3	3	-4	4	1	6	-1	-4	6
COc1ccc(N2CCN(C(CNS(=O)(=O)c3ccc(C)cc3)c3ccccc3)CC2)cc1 (centres undefined)
 : 0	-1	10	6	-4	3	3	-3	6	0
CCCN1CCN(CCCNC(=O)Cn2nc(-c3ccc(Cl)cc3)ccc2=O)CC1
 : -3	3	5	1	0	-3	-3	-1	1	1
Cc1ccc(S(=O)(=O)N2CCOCC2)cc1NC(=O)CN1C(=O)NC2(CCCC2)C1=O
 : -1	0	0	-4	-1	-7	1	0	0	9
COc1ccc(CCNC(=O)C2CCN(C(=O)c3ccc(Cl)cc3)CC2)cc1
 : 0	5	2	-1	2	0	-7	4	0	-6
Cc1ccc(C(=O)NC(C#N)=C(Cl)Cl)cc1
 : 2	4	-5	.	0	-1	4	7	-6	-3
COc1ccc2c(c1)CC[C@@H]1[C@@H]2CC[C@]2(C)[C@@H](C(=O)O)C[C@@H]12
 : 0	0	-12	-5	-3	0	6	0	4	12
COc1ccc(C)cc1NC(=O)CSc1nnc(CC(=O)Nc2ccccc2F)n1C
 : -2	9	0	3	-6	0	-2	1	5	9
O=C(O)c1ccc(Oc2ccc(S(=O)(=O)c3ccc(C(=O)O)c(C(=O)O)c3)cc2)cc1
 : 2	0	1	0	0	0	2	-2	-2	18
CN(CC(=O)N1CCCC1)S(=O)(=O)c1cccc(Cl)c1
 : 3	-6	-16	1	1	6	6	-5	-5	-11
CCCCCCc1cc2cc(C(=O)Nc3ccccc3)c(=O)oc2cc1O
 : -1	4	-6	-3	12	-1	1	0	-8	-3
CCCC(C(=O)NC(C)(C)C)N(Cc1ccc(F)cc1)C(=O)c1snc(C(N)=O)c1N (centres undefined)
 : -1	3	1	-6	-16	-1	-7	1	2	-5
Cc1ccc(C(=O)OCC(=O)c2ccc[nH]2)s1
 : 5	0	-3	1	6	5	3	0	1	2
CCOc1ccc(N2C(=O)CC(NCc3ccc(F)cc3)C2=O)cc1 (centres undefined)
 : 55*	-7	-2	5	4	4	-4	0	-2	2
CC1CCCC(C)N1C(=O)CSc1nnc(C2CCCCC2)o1 (centres undefined)
 : 3	-1	1	0	-4	2	-4	0	-2	3
O=C(CCCc1nc2ccccc2s1)NCc1cccnc1
 : 0	0	-2	-2	6	5	-5	1	-1	-9
C/C(CC(=O)NC12CC3CC(CC(C3)C1)C2)=N\NC(=O)c1cnccn1
 : 0	-4	-1	-1	2	3	-1	-1	-3	5
CN(Cc1ccccc1)S(=O)(=O)c1cccc(C(=O)OCc2ccccc2Cl)c1
 : 0	.	-6	.	-1	1	5	0	5	-4
COc1ccc(/C(C)=N/NC(=O)Cc2cc(=O)[nH][nH]2)cc1OC
 : -5	.	10	.	8	-3	3	5	13	3
CC1CCN(S(=O)(=O)c2cn(CC(=O)N3CCN(C)CC3)c(=O)c3ccccc23)CC1
 : -2	5	-4	2	-2	-1	-1	0	4	1
O=C(NC1CCCCC1)C(c1ccccc1)N1CCc2ccccc21 (centres undefined)
 : 8	-9	0	-1	-17	-3	2	-5	3	-11
O=C(O)c1c(NC(=O)N2CCOCC2)sc2c1CCCC2
 : 13	-2	8	-5	2	0	4	1	-2	-7
Cc1[nH]n(-c2ccccc2)c(=O)c1/C=N/NC(=O)COc1ccccc1[N+](=O)[O-]
 : -1	-4	15	8	1	-2	21	1	9	-1

Full records, quoted from the list.
Cc1ccc(C(=O)OCC(=O)c2ccc[nH]2)s1 reads PRMT1 FP inh: 5; TCR CD3 inh: 0; mABHD4 FP: -3; HTRA1 inh: 1; GC-B act: 6; MBD2 DNA inh: 5; rCAG RNA binder: 3; LEDGF integ inh: 0; SIAE inh: 1; TDP2 inh: 2
CCCCCCc1cc2cc(C(=O)Nc3ccccc3)c(=O)oc2cc1O reads PRMT1 FP inh: -1; TCR CD3 inh: 4; mABHD4 FP: -6; HTRA1 inh: -3; GC-B act: 12; MBD2 DNA inh: -1; rCAG RNA binder: 1; LEDGF integ inh: 0; SIAE inh: -8; TDP2 inh: -3

Later entries.
Order of results: PRMT1 FP inh	TCR CD3 inh	mABHD4 FP	HTRA1 inh	GC-B act	MBD2 DNA inh	rCAG RNA binder	LEDGF integ inh	SIAE inh	TDP2 inh
CCc1c(C)sc(NC(NC(C)=O)(C(=O)OC)C(F)(F)F)c1C#N (centres undefined)
 : 6	-7	-9	3	6	3	-1	-5	0	-4
OC[C@@H]1CN(CCN2CCOCC2)C[C@H](n2cnc3c(NCc4ccc(F)cc4)ncnc32)O1
 : 0	-8	3	.	1	3	0	-4	6	3
Cc1ccc(N(CC(=O)NC(C)c2ccccc2)S(=O)(=O)c2c(C)n[nH]c2C)cc1 (centres undefined)
 : 2	0	-4	-2	0	0	-7	-3	-5	1
Cc1ccc(NCc2nnc(SC(C)C(=O)N/N=C/c3ccc(C)o3)n2-c2ccccc2)cc1 (centres undefined)
 : 2	1	7	2	-1	-3	-1	0	-1	6
CCc1cc2c(nc1CC)CCCN2S(=O)(=O)c1ccc(F)cc1
 : 0	3	-1	.	-3	-7	1	-1	3	-3
Cc1nn(Cc2ccc([N+](=O)[O-])cc2)c(=O)n1-c1cccc(F)c1
 : 0	3	-4	3	2	-1	1	3	-2	4
CCc1nn(CC(=O)NCCN2CCN(C)CC2)c(=O)c2cc3c(OC)cccc3n12
 : -1	-5	0	9	2	-5	2	-1	-2	-13
CCn1nc(C)c(NC(=O)/C=C/c2cnn(C)c2C)c1C
 : -1	-4	-5	-3	0	-3	0	1	-1	-5
CC(C)C(NC(=S)NCc1ccccc1)C(=O)O (centres undefined)
 : 1	3	-4	2	-1	-2	-1	1	0	9
Cc1ccc(N(Cc2ccc([N+](=O)[O-])cc2)C(=O)c2ccco2)cc1C
 : -3	-1	-11	-25	-5	-1	-3	1	5	-6
CC(C)CN(C(=O)COc1ccc2ccc(=O)oc2c1)C1CCS(=O)(=O)C1 (centres undefined)
 : 1	-5	-2	9	3	0	0	-6	4	-5
CC(C)(C)N(Cc1ccccc1)C(=O)COC(=O)C1=NN(c2ccccc2)C(=O)CC1
 : -1	10	6	-2	-4	-4	-4	-1	-4	5
COC(=O)[C@]12C[C@H](CC(=O)N3CCN(C(=O)C4CC4)CC3)C(=O)N(CCc3ccc(OC)c(OC)c3)C1=C[C@H](C(C)C)O[C@@H]2C1CC1
 : 0	.	1	.	0	-3	-1	-2	2	-4
CCC[C@@H](NS(=O)(=O)c1ccc(C)cc1)C(=O)Oc1ccc2c3c(c(=O)oc2c1)CCC3
 : -1	-5	4	-8	0	2	3	-2	-8	-18
C=CCSc1nnc(Cc2c(C)[nH]c3ccccc23)o1
 : -4	4	-2	-1	-2	1	1	0	0	4
CCOC(=O)Cn1nc(-c2ccc(C)cc2)c2ccccc2c1=O
 : 3	-6	3	1	6	-3	-3	-3	2	2
O=C(Nc1ccccc1Cl)c1cccc(NC(=O)C2CCCC2)c1
 : -1	-3	-3	-3	-1	-3	2	1	0	3
COc1ccc(OC)c(N/C(=N/C(=S)Nc2ccccc2)Nc2nc(C)cc(C)n2)c1
 : -7	-3	1	.	-1	-2	5	3	10	3
O=C(CNC(=O)c1ccco1)N/N=C/c1ccc(O)c([N+](=O)[O-])c1
 : 1	-1	9	7	4	-12	5	2	1	-3
COC(=O)[C@@]12C[C@@H](CC(=O)NCc3ccccc3)C(=O)N(Cc3cccc4ccccc34)C1=CCC(C)(C)C2
 : -2	4	-17	.	3	2	11	1	-13	-3
CCOc1ccccc1NC(=O)c1ccc(S(=O)(=O)N(C)C)cc1
 : 0	1	-7	-1	-3	4	-2	-2	-9	5
O=C(COC(=O)c1cccc2ccccc12)NCCCc1ccccc1
 : -3	0	-10	-13	-7	-6	1	5	3	-11
CC(=O)OCC1OC(OC(C)=O)C(NC(=O)c2cccnc2)C(OC(C)=O)C1OC(C)=O (centres undefined)
 : -1	-4	0	5	2	-2	-3	4	6	9
CCN1CCN(c2c(Cl)cccc2NC(=O)c2cc3ccccc3o2)CC1
 : 6	-3	8	-18	1	1	-6	-9	-3	-14
CN(c1ccc(C(=O)Nc2ccc(Cl)cn2)cc1)S(=O)(=O)c1ccccc1
 : 0	-2	-4	-26	-1	0	0	2	-6	-6
Cc1c(NCc2ccccc2O)c(=O)n(-c2ccccc2)n1C
 : 3	-4	2	6	-9	0	-3	-2	11	6
O=C(O)C1C2C=CC(C2)C1C(=O)Nc1ccc(C(=O)N2CCCCC2)cc1 (centres undefined)
 : -2	2	3	2	4	0	2	-4	6	3
O=C(C[C@@H]1C/C=C\CC[C@H](Cc2ccc(F)cc2)C(=O)OC[C@@H](Cc2ccccc2)NC1=O)NCCO
 : 5	-6	-1	1	5	8	2	1	4	5
Cc1c(NC(=S)N/N=C/c2cc([N+](=O)[O-])ccc2O)c(=O)n(-c2ccccc2)n1C
 : 4	32*	27	31	-6	-6	20	2	12	-6
CC(=O)Nc1c2c(nn1-c1ccc(C)cc1)CSC2
 : 4	3	3	-13	-1	3	5	1	-5	-13
O=C(Nc1ccccc1)c1sc2cc(C(F)(F)F)cnc2c1-c1cccs1
 : 2	4	-10	-40	-2	-2	5	-1	3	0
Cn1ccnc1/C(=N\NC(=O)c1ccc(O)cc1)c1cccc([N+](=O)[O-])c1
 : -5	1	5	6	2	-2	3	0	1	-8
Cc1ccc(NCc2nc3ccccc3n2C)c(C)c1
 : -1	6	1	1	-4	0	-3	3	5	9
CN(CCOc1ccccc1)C(=O)c1cc(-c2ccco2)nc2ccccc12
 : 29*	-2	5	-2	2	12	25	4	-3	-4

This is a subset (hit frequency here may not be typical).
